CASP6 VEID inh = caspase-6 (human) enzyme inhibition; purified caspase-6, Z-VEID-R110 cleavage fluorescence; P55212; 0.53% of 350,000 active; AID 686996; inhibition, % at 12.5 µM;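 active = mean inhibition across replicates at least about 35%, with every replicate also reaching that limit, limit read from the data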;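 also: 0% = median of neutral control wells and 100% = no fluorescence left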
Target sequence (P55212 24-179 limits assumed): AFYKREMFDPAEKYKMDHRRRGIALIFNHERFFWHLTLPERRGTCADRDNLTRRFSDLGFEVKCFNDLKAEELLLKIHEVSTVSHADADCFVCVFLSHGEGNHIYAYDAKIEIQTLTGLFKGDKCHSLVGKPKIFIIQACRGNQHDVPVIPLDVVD
Target sequence (P55212 194-293 limits assumed): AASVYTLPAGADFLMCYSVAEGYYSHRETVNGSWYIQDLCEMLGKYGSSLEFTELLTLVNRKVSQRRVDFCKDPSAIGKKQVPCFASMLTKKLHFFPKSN
miR122 inh = blocks miR-122 activity in Huh7 sensor cells; Huh7 miR-122 Renilla luciferase sensor, 48 h; neutral wells = 0, positive control = 100; activation (reporter increase), % at 12.5 µM; 0.3% of 340,000 active; AID 602342;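 active = mean replicate activation score at least 90 and every replicate individually at or above 90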;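 also: higher luciferase means less miR-122 activity so hits act as miR-122 inhibitors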
PGC1a acetyl inh = PGC1a acetylation modulation, inhibitor mode; U2OS PGC1a acetylation, AlphaScreen anti-acetyl-lysine; with virally co-expressed GCN5 acetyltransferase; inhibition, % at 15.6 µM; 0.17% of 350,000 active; AID 651687;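 active = every replicate shows inhibition of at least 40%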;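 also: 0% = neutral control wells and 100% = positive control wells; some results beyond the cut were filed as inactive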
Cneo AK release = causes C. neoformans cell lysis | 0.2% of 360,000 active | AID 651654 | lysis activity, % at 15 µM | adenylate kinase release luminescence, 4 h; normalised: neutral wells 0, clomiphene wells 100;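 active = mean lysis activity across replicates of at least 80%, whatever share of replicates individually reach that level; inactive = mean lysis activity below 80%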
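Test system: log-phase Cryptococcus neoformans yeast cells; Quantity: yeast cell density of 5 × 10^6 cells/mL; Buffer or medium: YPD; Doses: single compound concentration per well; Timing: 4 h at 37 °C static, read 1 h later; Measured by: AK luminescence; Read-out basis: lysis from increased AK signal; Control set: Clomiphene as positive control.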
LGR2 inh = Drosophila LGR2 receptor signaling inhibition. HEK293 LGR2, CRE-luciferase, bursicon-stimulated, 4 h. inhibition, % at 9.99 µM. 0.35% of 380,000 active. AID 720647;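 active = drop in luminescence signal, shown as inhibition above about 50% in the replicate tests, limit read from the data, passing the limit was not always enough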;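 also: agonist challenge used bursicon conditioned medium at about half maximal strength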
EWS-Fli inh = inhibitors of EWS/Fli oncoprotein transcriptional activity; A673 NR0B1-luciferase reporter, viability-normalised; inhibition, % at 12.6 µM; 0.67% of 350,000 active; AID 651661;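 active = mean inhibition of at least 50% after viability correction, with every replicate also passing that limit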;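 also: firefly luciferase signal divided by Alamar Blue viability fluorescence both relative to DMSO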
PAX8 inh HTS = PAX8 transcriptional activity inhibition. RMG-I TPO-luciferase reporter, SteadyGlo, 24 h. inhibition, % at 12.6 µM. 1.2% of 360,000 active. AID 652154;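 active = mean replicate inhibition at least 60% with every replicate also reaching 60%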;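 also: luciferase light reporting Pax8 driven TPO promoter activity; plate controls were median of neutral control wells for no effect and mitoxantrone controls for full effect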
FN deposition inh = fibronectin deposition inhibition. AID 743247. 0.086% of 350,000 active. inhibition, % at 12.6 µM. AH1F fibroblasts, Alexa488-fibronectin deposition fluorescence, overnight;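 active = mean inhibition across replicates of 30% or more, regardless of how many single replicates reach that level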;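 also: positive control wells lacked labelled fibronectin entirely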
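Schedule: 1 h cell adhesion before compound, then overnight fibronectin incubation; test system: AH1F fibroblast monolayer depositing Alexa488-labelled fibronectin into matrix; quantity: 10000 AH1F cells per well; probe or stimulus: fluorescent fibronectin at 24 nM final; signal: fluorescence, ex 485 nm, em 525 nm; evaluation: percent inhibition as loss of matrix-bound fibronectin fluorescence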
Numbers without * were called inactive; · = no result given; & = joins results of further samples; [ ] = dose if it differs, or a comment.

nr	mol	CASP6 VEID inh	EWS-Fli inh	Cneo AK release	PAX8 inh HTS	miR122 inh	PGC1a acetyl inh	LGR2 inh	FN deposition inh
1	O=C(CNS(=O)(=O)c1ccccc1)NCC(=O)OCc1ccc(Cl)cc1	-2	-6	-7	4	5	12	-1	9
2	CCC/C(=C1/c2ccccc2C(=O)N1c1ccccc1)c1ccc(O[C@@H]2CCCCO2)cc1	0	3	0	19	3	-17	-7	10
3	CCC(=O)Nc1ccc2c(c1)C(=O)N(C)[C@H]1CC[C@@H](CC(=O)NC3Cc4ccccc4C3)O[C@@H]1CO2	1	1	21	-2	1[16.7 µM]	6	2	-7
4	C[C@H]1CN([C@@H](C)CO)C(=O)c2cc(-c3ccc(F)cc3)cnc2O[C@H]1CN(C)Cc1cccnc1	1	0	4	·	-1[16.7 µM]	13	-40	·
5	Cc1cc(N2CCC(C)CC2)n2nc(C)c(-c3ccccc3)c2n1	·	·	1	5	-2	3	·	1
6	CO[C@H]1CN(C)C(=O)c2ccc(NC(=O)c3cnccn3)cc2OC[C@@H](C)N(C)C[C@@H]1C	·	12	-3	-3	-13[16.7 µM]	8	5	12
7	COc1ccc(S(=O)(=O)c2cnc3ccccc3n2)cc1	3	-2	-1	7	0	-10	23	3
8	Cc1ccc(NS(=O)(=O)c2ccc(-n3cccn3)cc2)cc1Cl	1	7	-1	-19	81	-2	-1	5
9	COc1cnc(-c2ccccn2)nc1Oc1ccccc1	8	18	7	40	3	25	12	8
10	Cc1nnc(SCC(=O)N2CCCC2)n1-c1ccc(F)cc1	4	1	0	10	-1	-2	18	2
11	CCOC(=O)c1ccc(NC(=O)CSc2nnc(-c3ccncc3)n2C)cc1	·	·	-2	-32	-2	-4	·	4
12	COc1cc(C(=O)OC(C)C(=O)Nc2ccc3c(c2)OCCO3)cc(OC)c1OC (configuration not stated)	1	-7	0	-2	5	-5	-6	-18
13	Cc1ccn2c(=O)c(NC(=O)c3cccc4ccccc34)c(C)nc2c1	1	-1	-4	-3	1	5	-6	4
14	Cc1ccccc1C1CC(=O)NC2=C1C(=O)CCC2 (configuration not stated)	·	·	3	·	2	11	2	·
15	NC(=O)CSc1nnc(NC(=O)c2ccc(S(=O)(=O)N3CCCCC3)cc2)s1	-1	3	·	·	·	·	-4	1

Overlap with the part before: 2 entries, followed by the next part.
nr	mol	CASP6 VEID inh	EWS-Fli inh	Cneo AK release	PAX8 inh HTS	miR122 inh	PGC1a acetyl inh	LGR2 inh	FN deposition inh
14	Cc1ccccc1C1CC(=O)NC2=C1C(=O)CCC2 (configuration not stated)	·	·	3	·	2	11	2	·
15	NC(=O)CSc1nnc(NC(=O)c2ccc(S(=O)(=O)N3CCCCC3)cc2)s1	-1	3	·	·	·	·	-4	1
16	CCCOc1ccc(/C=c2\sc3ncnn3c2=O)cc1	6	-17	·	3	·	·	-20	6
17	Cc1noc(C)c1NC(=O)N(C)C[C@@H]1OCc2ccccc2-c2c(n(C)c3ccccc23)C(=O)N([C@@H](C)CO)C[C@H]1C	0	-1	-3	-2	·	3	1	-4
18	Cc1ccc(-n2nnnc2-c2cnc(N3CCCC3)nc2C(F)(F)F)cc1	·	·	·	25	17	-15	·	-6
19	COC(=O)[C@]12C[C@H](CC(=O)NCCCN3CCCC3=O)C(=O)N(CCC3=CCCCC3)C1=C[C@H](C(C)(C)C)O[C@@H]2C	-1	0	·	16	·	·	11	-13
20	O=C(c1cc2cc(Br)ccc2o1)N1CCCC1	-3	-48	-1	-57	·	·	·	-13
21	S=C1NCN(Cc2cccnc2)CN1c1cccc2ccccc12	-1	5	-2	10	0	-1	-1	3
22	C[C@H](CO)N1C[C@H](C)[C@H](CN(C)S(=O)(=O)c2ccccc2)Oc2ccc(NC(=O)NC3CCCCC3)cc2CC1=O	-1&-9	-3&-12	2&0	3	0[16.7 µM]	1&-2	-11&-2	-12&11
23	Cn1c(=O)c(NC2CCCCC2)c2c3c(cccc31)C(=O)c1ccccc1-2	·	-14	·	16	·	-3	-6	-14
24	CN(C)c1ccc(C2Nc3ccccc3C(=O)N2NS(=O)(=O)c2ccccc2)cc1 (configuration not stated)	0	-17	·	-22	·	·	-24	15
25	COC(=O)C1=C(C)N(CCCC(=O)O)C(=O)NC1c1cccs1 (configuration not stated)	0	-5	11	-5	·	·	6	-12
26	COc1ccccc1C(=O)N/C(=C/c1ccc(Br)cc1)C(=O)NCC(=O)O	·	·	-1	·	0	0	0	-7
27	Cc1noc(C)c1S(=O)(=O)Nc1ccc2c(c1)C(=O)N([C@H](C)CO)C[C@@H](C)[C@@H](CN(C)C(=O)Nc1ccccc1)O2	3	1	0	·	-3[16.7 µM]	-6	-19	·
28	CCOC(=O)C(Cc1ccccc1)NC(=O)CCc1c(C)nc2ncnn2c1C (configuration not stated)	·	·	1	9	3	-26	·	-1
29	O=C(NC1CCCC1)C(c1ccncc1)N(C(=O)Cc1cccs1)c1ccccc1 (configuration not stated)	5	-11	·	16	·	0	-11	2
30	CSc1nnc(C)c(=O)n1COC(=O)COc1ccc(Cl)cc1Cl	-2	3	·	7	-7	·	22	-20
31	Cc1ccc(NC(=O)CN(C)C(=O)c2cc3ccccc3o2)cc1	1	9	·	-6	-3	-4	-32	7
32	COc1ccc(NC(=O)CCC(=O)Nc2nnc(C(F)(F)F)s2)c(OC)c1	·	·	1	·	3	3	·	-7
33	OC[C@H]1[C@@H]2c3ccccc3NC[C@@H]2N1CC1CCOCC1	1	-1	-3	-10	0[16.7 µM]	3	-4	-6
34	CC(C)C[C@H]1COCCS(=O)(=O)N1Cc1cccc(F)c1	4	-8	-1	-20	-4	-4	17	-2
35	CCNc1ccc([N+](=O)[O-])cc1	1	-12	·	-20	·	·	0	1
36	COC(=O)c1[nH]c2ccc(F)cc2c1NC(=O)C1=COCCO1	·	·	-2&0	·	13	-21	·	2
37	CC(C)N1CCc2c(sc(NC(=O)CN3C(=O)c4ccccc4C3=O)c2C(N)=O)C1	-5	-5	·	11	·	·	30	-3
38	COc1cc(/C=N/NC(=O)C2=NNC(=O)C2C)ccc1O (configuration not stated)	-3	6	·	8	1	4	-11	4
39	COc1ccc(NC(=O)C2Cc3c(-c4ccc(Cl)cc4)ccnc3O2)cc1OC (configuration not stated)	3	17	1	4	-13	·	8	3
40	Cc1[nH]c2ccccc2c1C(=O)/C=C/c1ccccc1Cl	-1	-20	-6	-77	-2	-6	·	3
41	COc1ccc(S(=O)(=O)Nc2ccc3c(c2)C(=O)N([C@H](C)CO)C[C@H](C)[C@H](CN(C)C(=O)c2ccccc2)OCCCC[C@H](C)O3)cc1	-4	8	-1	-5	-2[16.7 µM]	·	-9	5
42	CO[C@H]1CN(C)C(=O)c2cc(NC(=O)Nc3ccccc3)ccc2OC[C@@H](C)N(C(=O)CC2CC2)C[C@@H]1C	·	-5	2	4	·	-5	-7	-8
43	COC(=O)/C=C/c1cnc[nH]1	-2	6	-1	-8	-4	-2	-1	7
44	O=C(c1ccc(Br)cc1)N(Cc1ccco1)C1CCS(=O)(=O)C1 (configuration not stated)	-1	·	2	-7	-1	1	-3	2
45	Cc1ccc(S(=O)(=O)N2CCC(C(=O)N[C@@H](C)C(=O)Nc3ccc(F)cc3)CC2)cc1	-3	-1	-1	-14	0	-5	-9	5
46	CN(C)S(=O)(=O)c1cccc(NC(=O)c2ccc(-n3cncn3)c([N+](=O)[O-])c2)c1	1	2	-1	·	·	·	3	-2
47	O=C(O)CCc1nn2c3ccccc3n(CC(=O)c3cccs3)c2nc1=O	-2	5	·	6	-5	32	14	5
48	Cc1ccc(NC(=O)Cn2cnc3ccccc32)cc1C	1	-8	·	3	·	13	-40	·
49	COc1ccc(CN2CCN(CCC(C)C)C(CCO)C2)cc1Cn1cncn1 (configuration not stated)	-4	-2	·	13	·	·	-8	-8
50	COc1ccc(-c2cnc3c(c2)C(=O)N([C@H](C)CO)C[C@H](C)[C@@H](CN(C)C(=O)Cc2cccnc2)O3)cc1	-2	-7	-2	-16	4[16.7 µM]	6	0	·
51	CC(=O)NC[C@H]1[C@H](c2ccc(C3=CCCCC3)cc2)[C@@H](CO)N1C(=O)NC(C)C	·	3	-1	-1	-7[16.7 µM]	4	-3	-4
52	c1ccc(SCc2nc(-c3ccncc3)n[nH]2)nc1	-2	-12	·	-7	6	-5	0	8
53	O=C(C[C@H]1C=C[C@@H](NC(=O)Nc2ccccc2F)[C@@H](CO)O1)NCc1ccccc1	3	-2	·	·	·	1	8	·
54	COc1ccc(NC(=O)N[C@@H]2C=C[C@H](CC(=O)NC3CCCCC3)O[C@H]2CO)cc1	1	-10	-5	1	·	-9	13	2
55	O=C(O)c1ccc2c(c1Nc1ccccc1)C(=O)c1ccccc1C2=O	19	-12	-3	20	-2	·	-8	·
56	CC(=O)c1cccc(NC(=O)C2CCN(S(=O)(=O)c3ccc(F)cc3)CC2)c1	·	·	0	-8	-14	-8	·	1
57	COc1ccc(CN2C(=O)c3ccccc3C2(C)c2nc3ccccc3[nH]2)cc1 (configuration not stated)	2	0	·	6	·	·	11	-3
58	O=C(NCCc1ccccc1)C1CCCN1C(=O)Nc1ccc(Cl)cc1 (configuration not stated)	2	-19	-2	2	11	3	-9	5
59	Cc1ccc(C(=O)COC(=O)c2cc(Cl)nc3ccccc23)cc1	·	·	0	·	-12	7	·	-4
60	O=C(NCc1ccc(Cl)cc1)C1CCC(=O)N(C2CC2)C1 (configuration not stated)	-8	·	-1	-17	-3	2	3	6
61	COc1ccc(S(=O)(=O)N2CCC(C(=O)NCC3CC3)CC2)cc1	2	4	·	14	-2	-8	-9	3
62	O=C(CCc1ccccc1)Nc1c(F)cccc1F	·	·	1	-106	-9	0	·	9
63	CCC(C)(C)NC(=O)C(c1ccc(F)cc1)N(Cc1cccs1)C(=O)c1cnccn1 (configuration not stated)	1	6	0	1	0	·	·	6
64	N#CCN1C(=O)C(=O)N(Cc2cccc(Cl)c2)C1=O	-5	-1	0	-40	-1	-3	-2	-2
65	CO[C@@H]1CN(C)C(=O)c2cc(NC(=O)Nc3cccc(F)c3)ccc2OC[C@H](C)NC[C@H]1C	·	-4	3	·	-4[16.7 µM]	9	10	2
66	CCOC(=O)COc1ccc([N+](=O)[O-])cc1	-2	5	·	-11	·	·	-7	7
67	CCCSc1nc2c(c(=O)[nH]c(=O)n2C)n1Cc1ccccc1	2	20	-2	-15	-7	-1	-19	5
68	COc1ccc(C)cc1S(=O)(=O)N1CCC2(CC1)OCCN2S(=O)(=O)c1ccccc1	0	0	-2	10	-1	1	-3	6
69	COc1cccc(NC(=O)c2sc(NC(=O)c3ccncc3)nc2C)c1	0	9	·	19	2	-12	11	-2
70	CCC(=O)N1[C@H](C(=O)N2CCCCC2)[C@@H](CO)[C@@H]2Cn3c(ccc(-c4ccccc4)c3=O)[C@@H]21	3	6	3	3	0[16.7 µM]	·	-11	·
71	Cc1ccc(NC(=O)CSc2nsc(SCC(=O)Nc3ccc(C)cc3C)c2C#N)c(C)c1	-1	10	·	-6	·	·	1	5
72	C[C@@H]1CN([C@H](C)CO)S(=O)(=O)c2ccc(C#CC(C)(C)O)cc2O[C@@H]1CN(C)C(=O)CN(C)C	0	-14	-3	·	-13[16.7 µM]	5	-19	-1
73	Cc1ccc(-c2nc3ccccc3[nH]2)cn1	2	-114	-8	-94	2	-3	-25	1
74	COCCn1c(SCC(=O)Nc2ccc(F)cc2F)nc2c(c1=O)SCC2	1	12	-1	3	-1	2	9	2
75	CN(C)C(=O)c1ccc(NC(=O)COc2cccc(Oc3ccccc3)c2)cc1	-250	-2	6	-6	-1	·	20	8
